# APE1 inh = qHTS Assay for Inhibitors of the Human Apurinic/apyrimidinic Endonuclease 1 (APE1); AID 2517, 2012; recombinant APE1, TAMRA/BHQ-2 abasic DNA cleavage fluorescence; Potency, µM (series often up to 65.8 µM), without a hit: top-dose activity change, negative = inhibition, hits mostly inhibitors; DNA repair nuclease/redox regulator APEX1 (Homo sapiens), P27695; actives 0.35% (n = 350,000);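 also: plate controls were vehicle for no effect and reference inhibitor for full effect; nearly all actives have a fitted effect of over 55% in size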
#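 Endonuclease cleavage of a quenched abasic-site DNA duplex (50 nM) by APE1 (0.75 nM) was tracked by TAMRA dequenching. Compounds were preincubated with enzyme 15 min at room temperature; data normalized to buffer-only and DMSO wells plus NSC13755 control.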
# POLB inh = qHTS Assay for Inhibitors of DNA Polymerase Beta. P06746. Pol beta primer extension/strand displacement, fluorescence kinetic. Potency, µM (top dose mostly 114 µM), for the others: top-dose activity change, negative = inhibition, actives largely listed as inhibitors. actives 1.3% (n = 340,000); also: % is scaled to controls: 0 for no effect and ±100 for the full control effect
#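 Kinetic readout of DNA synthesis with strand displacement by Pol beta. Compound and 10 nM enzyme sit 15 min at room temperature; 50 nM substrate starts the reaction, read immediately and at 10 min.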
# Apoferritin bind = qHTS Assay for Identification of Novel General Anesthetics | AID 485281, 2010 | actives 0.074% (n = 350,000) | Ferritin light chain (Equus caballus), P02791 | apoferritin/1-aminoanthracene competitive binding, fluorescence | Potency, µM (highest dose often 77.5 µM), for inactives: at the top dose activity change, negative = displacement, actives largely listed as inhibitors; also: % is scaled to controls: 0 for no effect and ±100 for the full control effect; nearly all actives have a fitted effect of over 20% in size
#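 Apoferritin-based anesthetic binding model; compound displacement of fluorescent 1-AMA measured as endpoint fluorescence after 10 minutes at room temperature, scaled to free-ligand and complex controls.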
# BAZ2B inh = qHTS Assay for Inhibitors of BAZ2B; Bromodomain adjacent to zinc finger domain protein 2B (Homo sapiens), Q9UIF8; actives 4.4% (n = 360,000); AID 504333, 2011; AlphaScreen BAZ2B-H3K14Ac peptide displacement; Potency, µM (titrated, usually from 114 µM), inactives show at the highest dose activity change, negative = inhibition, hits mostly inhibitors; also: % is scaled to controls: 0 for no effect and ±100 for the full control effect; nearly all actives have a fitted effect of over 60% in size
#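 Compounds, titrated to a top concentration of 110 uM, were incubated 30 min at room temperature with preformed BAZ2B/acetyl-K14 H3 peptide complex (50 nM each). Proximity signal was measured by AlphaScreen after 20 min with beads.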
# G9a block = qHTS Assay for Inhibitors of Histone Lysine Methyltransferase G9a; Histone-lysine N-methyltransferase EHMT2 (Homo sapiens), Q96KQ7; G9a H3K9 monomethylation, AlphaScreen, 2 h; Potency, µM (top dose mostly 102 µM), without a hit: at the highest dose activity, negative = inhibition, usual class: inhibitors; actives 8.8% (n = 350,000); also: % is scaled to controls: 0 for no effect and ±100 for the full control effect; nearly all actives have a fitted effect of over 75% in size
# Target sequence (Q96KQ7 913-1193 limits assumed): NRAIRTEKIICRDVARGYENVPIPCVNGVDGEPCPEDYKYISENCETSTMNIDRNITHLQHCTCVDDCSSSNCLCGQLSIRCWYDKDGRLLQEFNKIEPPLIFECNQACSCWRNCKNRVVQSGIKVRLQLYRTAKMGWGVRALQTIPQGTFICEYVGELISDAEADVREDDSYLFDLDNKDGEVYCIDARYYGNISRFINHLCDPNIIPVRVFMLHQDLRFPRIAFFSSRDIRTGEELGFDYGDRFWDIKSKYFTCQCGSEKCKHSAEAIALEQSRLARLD
#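 Step 1: enzyme (final 20 nM) with compound, 15 min RT. Step 2: substrate peptide 500 nM and SAM 20 uM, 2 h RT. Step 3: anti-H3K9me1 antibody and AlphaScreen beads, 10 min, then plate read.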
# Pol iota inh = qHTS for Inhibitors of Polymerase Iota. DNA polymerase iota (Homo sapiens), Q9UNA4. Pol iota fluorescent replication assay, 10 min. Potency, µM (highest dose often 115 µM), without a hit: at the highest dose activity, negative = inhibition, hits mostly inhibitors. actives 1% (n = 390,000)
#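 Pol iota at 10 nM preincubated 15 min with compounds at room temperature; reaction started with fluorescent substrate, 50 nM final. Fluorescence read kinetically at 0 and 10 min; buffer-only wells as negative control.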
# POLK inh = qHTS for Inhibitors of Polymerase Kappa | DNA polymerase kappa (Homo sapiens), Q9UBT6 | purified Pol kappa, fluorescent DNA synthesis assay, 10 min | Potency, µM (titrated, usually from 107 µM), for the others: top-dose activity, negative = inhibition, actives largely listed as inhibitors | actives 0.53% (n = 400,000) | AID 588579, 2011; also: % is scaled to controls: 0 for no effect and ±100 for the full control effect
#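 50 nM final substrate added after 15 min RT preincubation of 10 nM Pol kappa with compound; fluorescence read at 0 and 10 min.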
# BLM helicase inh = qHTS Assay for Inhibitors of Bloom's syndrome helicase (BLM). RecQ-like DNA helicase BLM (Homo sapiens), P54132. recombinant BLM DNA unwinding, fluorescence dequenching. Potency, µM (top dose mostly 56.1 µM), inactives show at the top dose activity change, negative = inhibition, usual class: inhibitors. actives 0.2% (n = 350,000);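 also: plate controls were vehicle for no effect and no enzyme for full effect; nearly all actives have a fitted effect of over 35% in size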
# Pol eta inh = qHTS for Inhibitors of Polymerase Eta; DNA polymerase eta (Homo sapiens), Q9Y253; recombinant Pol eta, fluorescent DNA replication assay; Potency, µM (series often up to 114 µM), for the others: at the highest dose activity change, negative = inhibition, hits mostly inhibitors; actives 1.2% (n = 390,000); AID 588591, 2011; also: % is scaled to controls: 0 for no effect and ±100 for the full control effect
# Target sequence (Q9Y253 whole entry, looked up): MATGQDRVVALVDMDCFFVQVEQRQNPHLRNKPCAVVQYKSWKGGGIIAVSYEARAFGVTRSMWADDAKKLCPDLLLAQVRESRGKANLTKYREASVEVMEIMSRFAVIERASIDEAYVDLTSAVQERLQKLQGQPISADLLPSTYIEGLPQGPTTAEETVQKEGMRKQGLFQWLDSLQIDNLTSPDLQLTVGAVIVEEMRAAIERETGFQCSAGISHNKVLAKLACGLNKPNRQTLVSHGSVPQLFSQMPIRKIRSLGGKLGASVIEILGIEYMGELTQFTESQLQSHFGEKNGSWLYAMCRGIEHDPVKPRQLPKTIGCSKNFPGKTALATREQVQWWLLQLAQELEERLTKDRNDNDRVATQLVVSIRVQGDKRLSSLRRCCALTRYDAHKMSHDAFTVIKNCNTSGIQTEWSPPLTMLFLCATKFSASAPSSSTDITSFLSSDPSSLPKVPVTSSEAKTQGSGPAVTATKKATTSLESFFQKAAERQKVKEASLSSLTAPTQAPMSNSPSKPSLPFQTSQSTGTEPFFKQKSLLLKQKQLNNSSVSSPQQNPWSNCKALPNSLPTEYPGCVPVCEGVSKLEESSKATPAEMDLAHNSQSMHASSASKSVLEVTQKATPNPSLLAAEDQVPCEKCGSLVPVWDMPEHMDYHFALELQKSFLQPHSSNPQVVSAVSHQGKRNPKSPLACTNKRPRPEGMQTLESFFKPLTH
#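 Fluorescent replication assay: 50 nM final substrate added after a 15 min room-temperature compound preincubation with 10 nM enzyme. Signal taken at 0 min and again at 10 min.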
# Numbers without * were called inactive; ? = inconclusive; nt = not tested or not shown; [ ] = another dose, or the depositor's remark. Calls follow the shape of the dose curve; as a rule, active = well fitted curve in the direction sought with a large enough effect; inconclusive = small, poorly fitted or top-dose-only effect, or another doubt; inactive = no such curve, though single readings can be large; an effect the other way counts as inactive or inconclusive. Potency is read from the fitted curve at half-maximal effect. These rows are one share of the data. The share of hits here may be higher or lower than overall.
SMILES,APE1 inh,POLB inh,Apoferritin bind,BAZ2B inh,G9a block,Pol iota inh,POLK inh,BLM helicase inh,Pol eta inh
Cc1nn(-c2ccccc2)c(-n2cccc2)c1C(=O)NCCc1ccc(Cl)cc1,nt,3.9%,3.5%,0.9%,55.5%[activator][59 µM],-17.8%,-5.2%,-11.0%,-8.4%
CC(Oc1ccc2cc(-c3ccccc3)c(=O)oc2c1)C(=O)NCC1CCC(C(=O)O)CC1 (stereo not drawn),-15.1%,15.9%,202.2%[activator],-2.9%,-4.5%[12.7 µM],6.7%,-14.6%,2.6%,-11.1%
CCc1cc2c(N3CCN(c4ccccc4)CC3)ncnc2s1,-4.4%,-0.7%,-10.5%,-31.9%,-3.0%,1.0%,-16.9%,-5.5%,-14.9%
Cc1ccc(S(=O)(=O)N2CCC(C(=O)NCCCN3CCOCC3)CC2)cc1,1.5%,nt,nt,7.7%,-1.8%[0.501 µM],18.5%,-10.2%,nt,-5.5%
Fc1ccccc1NC(=S)NCc1ccc2c(c1)OCO2,3.9%,15.7%,-11.8%,-1.7%,18.7%[59 µM],14.5%,-16.2%,0.7%,-17.5%
Cc1ccc(NC(=O)C2CCCN(S(=O)(=O)c3cccs3)C2)cc1 (stereo not drawn),-11.0%,3.8%,?,-26.6%,7.2%,19.2%,-12.4%,-4.4%,-7.1%
COc1ccc(-n2nnc3c(=O)n(CC(=O)Nc4ccc5c(c4)OCCO5)cnc32)cc1OC,-22.7%,?,-1.4%,-36.0%,-20.7%,18.3%,-0.9%,-29.0%,25.1µM*
COc1ccc(-c2nc(C)c(CCNC(=O)c3cc(OC)c(OC)c(OC)c3)s2)cc1OC,nt,-15.4%,-10.0%,-12.1%,-4.6%[59 µM],13.3%,-8.4%[60.1 µM],-0.2%,-20.5%
CC(=O)C1=C(O)C(=O)N(c2ccc(C)cc2)C1c1ccccn1 (stereo not drawn),3.0%,13.8%,1.1%,-10.1%,?,?,-0.9%,5.7%,-6.3%
Cc1nn(C)c(=S)n1-c1ccc(Cl)cc1,22.1%,6.8%,0.0%,-5.7%,nt,-3.7%,-5.3%,0.7%,-9.2%
CCOC(=O)c1c(CN2CCN(Cc3ccccc3)CC2)n(C)c2cc(Br)c(OC)cc12,-1.9%,27.0%,-3.9%,-1.1%,-10.4%,?,3.1%,0.5%,-16.7%
CC(C)(C)C(=O)NC(=S)NNC(=O)c1sc2ccccc2c1Cl,2.1%,7.1%,0.3%,-34.1%,?,36.8%[activator],-4.4%,-0.7%,-10.6%
CCC(C)Sc1ccc([C@H]2N[C@@](C)(C(=O)OC)[C@H]3C(=O)N(CC)C(=O)[C@@H]23)cc1 (stereo partly drawn),21.5%,nt,nt,0.4%,19.6%[2.33 µM],24.3%,-4.5%,nt,-27.2%
COc1ccc(CCN2C(=O)N[C@@H](C(C)C)C2=O)cc1,8.3%,45.6%,-3.3%,0.5%,2.3%,8.4%,-7.2%,-1.1%,-7.9%
CN(C)S(=O)(=O)N1CCCN(S(=O)(=O)N(C)C)CC1,3.6%,9.3%,-5.2%,13.7%,-7.9%,-0.2%,-1.5%,2.1%,0.8%

# The closing four compounds of the section above come first, to join the parts:
SMILES,APE1 inh,POLB inh,Apoferritin bind,BAZ2B inh,G9a block,Pol iota inh,POLK inh,BLM helicase inh,Pol eta inh
CC(C)(C)C(=O)NC(=S)NNC(=O)c1sc2ccccc2c1Cl,2.1%,7.1%,0.3%,-34.1%,?,36.8%[activator],-4.4%,-0.7%,-10.6%
CCC(C)Sc1ccc([C@H]2N[C@@](C)(C(=O)OC)[C@H]3C(=O)N(CC)C(=O)[C@@H]23)cc1 (stereo partly drawn),21.5%,nt,nt,0.4%,19.6%[2.33 µM],24.3%,-4.5%,nt,-27.2%
COc1ccc(CCN2C(=O)N[C@@H](C(C)C)C2=O)cc1,8.3%,45.6%,-3.3%,0.5%,2.3%,8.4%,-7.2%,-1.1%,-7.9%
CN(C)S(=O)(=O)N1CCCN(S(=O)(=O)N(C)C)CC1,3.6%,9.3%,-5.2%,13.7%,-7.9%,-0.2%,-1.5%,2.1%,0.8%
CSc1cccc(NC(=O)C2CCN(S(=O)(=O)c3ccc4c(c3)NC(=O)CO4)CC2)c1,35.3%,22.7%,-17.0%,-22.7%,-39.9%,12.2%,-3.3%,-8.3%,-13.2%
O=c1c2ccccc2n(Cc2ccccc2Cl)c(=O)n1CCc1ccccc1,nt,5.6%,4.1%,7.4%,47.3%[activator][59 µM],-1.4%,-15.8%,-11.5%,-15.0%
CCCC(=O)Nc1ccccc1-c1nnc(SCC)[nH]c1=O,9.0%,34.2%,-2.5%,-12.1%,-8.1%[59 µM],3.3%,-0.1%,-1.1%,-2.5%
CCC(C)Sc1nc2c(cnn2-c2ccccc2)c(=O)[nH]1 (stereo not drawn),4.7%,2.0%,0.8%,17.7%,2.1%,0.6%,9.3%,3.0%,-12.2%
Cc1cc2cc(C(c3nnnn3C(C)(C)C)N(Cc3ccco3)CC3CCCO3)c(=O)[nH]c2cc1C (stereo not drawn),13.5%,4.3%,-5.5%,?,20.7%[0.0925 µM],12.5%,-8.1%,-12.6%,5.6%
Cc1ccc(C)c(NC(=O)CN2C(=O)c3cccc4cccc2c34)c1,nt,?,25.7%,-27.0%,-4.3%[59 µM],-2.8%,-4.1%,-3.5%,9.1%
Cc1ccc(OCC(=O)Oc2cccc(C)c2C)cc1,21.8%,-22.1%,5.4%,107.6%[activator],-3.2%[0.501 µM],7.4%,-13.6%,-7.5%,-4.4%
COc1ccccc1CC(=O)NC1CCN(Cc2ccccc2)CC1,6.1%,18.0%,-5.5%,1.4%,26.2%,-12.9%,-9.2%[60.1 µM],-1.8%,1.1%
O=C(COC(=O)c1ccccn1)Nc1ccccc1Cl,3.2%,5.3%,-21.2%,?,10µM*,-5.5%,-11.6%,-8.8%,-8.4%
C=C1C(C(=O)Nc2ccc(OC)cc2)C1C(=O)Nc1ccc(OC)cc1 (stereo not drawn),-7.7%,?,4.2%,?,15.4%,-3.8%,-20.5%,-2.3%,13.4%
CC(C)(CO)NCC(O)Cn1cc(C=O)c2ccccc21 (stereo not drawn),-0.8%,1.1%,-5.0%,-0.7%,11.5%[12.7 µM],53.5%[activator],1.5%,2.1%,-6.6%
Cc1ccc(Sc2cnccc2C#N)cc1,16.8%,39.9%,-6.2%,-4.7%,62.6%[activator],-8.2%,6.0%,-6.5%,-9.5%
COc1cc(OC)c(C(=O)O/N=C(\N)c2ccccn2)cc1OC,34.8%,23.1%,-6.9%,-10.3%,-40.0%,-3.5%,-13.3%,0.6%,-4.7%
CCC(CO)NCc1cc(OC)c(OCC(=O)NCCc2ccccc2)cc1Br (stereo not drawn),14.7%,70.1%,-12.1%,7.9%,12.8%[59 µM],124.2%[activator],-7.8%,-6.6%,-22.1%
CCOC(=O)N1CCN(C(=O)Nc2ccc(NC(=O)N3CCN(C(=O)OCC)CC3)cc2)CC1,-3.9%,?,-8.8%,-15.2%,27.4%,36.7%[activator],-4.4%,-3.4%,-16.3%
CN(CC(=O)Nc1cccc(F)c1)C(=O)C1(c2ccccc2)CC1,1.3%,nt,nt,3.4%,-15.0%[12.7 µM],16.5%,13.6%,nt,-13.7%
Cc1ccc(C(O)P(=O)(OCc2ccccc2)c2ccc(N(C)C)cc2)cc1 (stereo not drawn),-2.1%,?,4.2%,?,23.0%[59 µM],10.9%,-20.0%,1.1%,0.4%
COc1cccc(NC(=O)CSc2nnc(-c3ccco3)c(-c3ccco3)n2)c1,7.3%,?,-5.7%,50.1µM*,2.82µM*,?,50.1µM*,-25.4%,20µM*
CC(NC(=O)CN(c1ccc(Cl)cc1)S(C)(=O)=O)c1ccccc1 (stereo not drawn),-0.6%,9.7%,-0.7%,-1.1%,nt,100.4%[activator],0.4%,-0.7%,-8.0%
COc1ccccc1CNC(=O)CN1C(=O)C(C)N(c2ccc(C)cc2)C1=O (stereo not drawn),0.9%,33.4%,-17.8%,-10.1%,3.6%[2.33 µM],3.8%,-11.7%,-0.7%,4.2%
COc1cc(C(=O)N[C@H](C(=O)NC2CCCc3ccccc32)C(C)C)cc(OC)c1OC (stereo partly drawn),6.8%,nt,nt,nt,nt,17.9%,-11.4%,nt,-13.3%
Cc1cc(=O)n2c(ccc3ccccc32)c1C#N,1.8%,-0.5%,-5.9%,36.1%,28.4%,13.4%,-0.3%,2.6%,-6.7%
Cc1ccc(S(=O)(=O)N(C)C)cc1NC(=O)c1sccc1Cl,2.6%,-9.7%,-4.3%,0.6%,11.3%,32.7%[activator],-2.1%,-5.7%,-22.3%
CC(C)=CC(=O)Nc1nnc(C)s1,-0.3%,9.5%,-13.2%,-3.0%,-5.6%[59 µM],13.7%,5.7%,-8.6%,-8.9%
CC1(C)O[C@H]2[C@@H](O1)[C@@H](C(=O)Nc1ccc(F)c(F)c1)O[C@@H]1OC(C)(C)O[C@@H]12,nt,1.5%,-0.5%,4.6%,5.7%[59 µM],7.3%,-19.4%,-0.1%,-11.9%
CCCC[C@@H]1CNC(=S)N1CCC12CC3CC(CC(C3)C1)C2,-0.7%,-1.1%,-10.7%,-13.0%,13.1%[59 µM],36.3%[activator],-5.7%,-4.2%,-29.7%
Cc1ccc(S(N)(=O)=O)cc1NC(=O)C(c1ccccc1)c1ccccc1,-7.2%,0.1%,-8.0%,-4.6%,nt,12.1%,6.5%,-0.3%,-14.5%
CCCCCNC(=O)C(C)NS(=O)(=O)c1ccc(OC)cc1 (stereo not drawn),0.3%,7.9%,-12.0%,-6.2%,?,-4.6%,-2.6%,2.3%,-15.7%
